NPC1 promoter act – activates the NPC1 promoter; Potency, µM (doses to about 9.22 µM), inactives show top-dose activation, usual class: activators; Huh7 NPC1 promoter luciferase reporter, 24 h; 2.4% of 320,000 active; AID 485313;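 further: potency means the concentration at half of the fitted maximal effect; % of control where 0% means no effect; nearly all actives have a fitted effect of over 60% in size; reporter is driven by a mutant NPC1 promoter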
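Huh7 cells stably carrying NPC1 promoter–luciferase, plated in Opti-MEM with 10% FBS for 2 h, were exposed to compound in DMSO for 24 h at 37 °C; luciferase reagent was added for 10 min and luminescence read.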
Rab9 prom act – activates the Rab9 promoter | Huh7 Rab9 promoter-luciferase reporter, luminescence, 24 h | Potency, µM (top dose mostly 9.22 µM), for inactives: at the top dose activation, negative = inhibition, hits mostly activators | 2.8% of 320,000 active; further: potency means the concentration at half of the fitted maximal effect; % of control where 0% means no effect; nearly all actives have a fitted effect of over 60% in size
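Stable Rab9-luc Huh7, 1500 cells/well, 2 h settle; cmpd in DMSO, 24 h, 37 °C/5% CO2; luciferase reagent 10 min RT; luminescence.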
ELG1 genotox – genotoxicity induction in ELG1-luciferase HEK293T cells | HEK293T ELG1-luciferase reporter, luminescence, 16 h | 1.3% of 330,000 active | AID 504466 | Potency, µM (titrated, usually from 46 µM), without a hit: at the highest dose activity change, positive = activation, usual class: activators; further: potency means the concentration at half of the fitted maximal effect; % of control where 0% means no effect; nearly all actives have a fitted effect of over 60% in size
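Quantitative HTS format in 1536-well plates. HEK293T ELG1-luciferase reporter cells receive test compound and are incubated 16 hr at 37 °C, 5% CO2; ONE-Glo added, 30 min room temperature, then luminescence read.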
BRCA1 expr act – activators of BRCA1 expression; MCF7-BRCA1-FFLuc reporter, luminescence, 48 h; response scale: scaled: vehicle 0%, 10 µM genistein 100%; Potency, µM (top dose mostly 46.1 µM), for inactives: top-dose activation, actives largely listed as activators; 1.1% of 380,000 active; AID 624202; further: potency means the concentration at half of the fitted maximal effect; nearly all actives have a fitted effect of over 80% in size; some results filed as inactive show a strong effect at the top dose
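MCF7-BRCA1-FFLuc, 2000 cells/well; 2 h attach, 37 °C/5% CO2; compound 48 h; luciferase substrate 15 min; luminescence end-point. Norm. to genistein 10 microM max activation and DMSO; concentration-response curves fitted.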
Tb PFK block – T. brucei PFK enzyme inhibition; O15648; Potency, µM (doses to about 57.5 µM), for inactives: at the top dose activity, negative = inhibition, hits mostly inhibitors; T. brucei PFK, ADP-Glo luminescence; 0.17% of 330,000 active;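 further: potency means the concentration at half of the fitted maximal effect; 0% = uninhibited 1x PFK enzyme wells and -100% = no-enzyme wells; nearly all actives have a fitted effect of over 60% in size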
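1.25 nM PFK with 0.5 mM F6P and 0.1 mM ATP in 0.1 M TEA pH 8.0, 5 mM MgCl2, incubated 45 min at room temperature; ADP measured by ADP-Glo luminescence; compounds titrated up to 57 uM.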
p53 reactivation – mutant p53 re-activation in reporter cells; H1299 p53-A138V BP100-luciferase reporter, luminescence, 24 h; Potency, µM (top dose mostly 92.2 µM), inactives show top-dose activity change, positive = activation, most hits filed as activators; 0.063% of 320,000 active; AID 504706; further: potency means the concentration at half of the fitted maximal effect; % of control where 0% means no effect; nearly all actives have a fitted effect of over 45% in size
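p53-null H1299 cells stably carrying temperature-sensitive p53-A138V and a BP100-luciferase reporter were pinned with compounds (4-point, 1:5 series) and held 24 hrs at 37 deg C. Luminescence was read 10 min after detection reagent.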
RORgamma inh – inhibitors of mouse ROR gamma transcriptional activity. P51450. Drosophila S2 Gal4-RORgamma UAS-luciferase reporter, 20 h. Potency, µM (titrated, usually from 53.6 µM), without a hit: at the top dose activity change, negative = inhibition, actives largely listed as inhibitors. 5.4% of 310,000 active; further: potency means the concentration at half of the fitted maximal effect; on the % scale 0 is the no-effect control and ±100 the full control effect; nearly all actives have a fitted effect of over 60% in size
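Luminescence from a UAS-regulated Photinus luciferase reporter in stably transfected Drosophila Schneider cells is measured; decreased signal marks ROR gamma inhibition. Fusion expression is induced by 700 uM copper sulfate for 20 hr.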
TRPV1 agonist – human TRPV1 agonism; AID 540275; activation, % at 8.33 µM; TRPV1-expressing cells, Fluo-8 calcium influx, agonist mode; 0.19% of 320,000 active; Q8NER1; in the data active means activation above about 80%; inconclusive means between about 30% and that limit; further: 0% is about no effect
Target sequence (Q8NER1 whole entry, looked up): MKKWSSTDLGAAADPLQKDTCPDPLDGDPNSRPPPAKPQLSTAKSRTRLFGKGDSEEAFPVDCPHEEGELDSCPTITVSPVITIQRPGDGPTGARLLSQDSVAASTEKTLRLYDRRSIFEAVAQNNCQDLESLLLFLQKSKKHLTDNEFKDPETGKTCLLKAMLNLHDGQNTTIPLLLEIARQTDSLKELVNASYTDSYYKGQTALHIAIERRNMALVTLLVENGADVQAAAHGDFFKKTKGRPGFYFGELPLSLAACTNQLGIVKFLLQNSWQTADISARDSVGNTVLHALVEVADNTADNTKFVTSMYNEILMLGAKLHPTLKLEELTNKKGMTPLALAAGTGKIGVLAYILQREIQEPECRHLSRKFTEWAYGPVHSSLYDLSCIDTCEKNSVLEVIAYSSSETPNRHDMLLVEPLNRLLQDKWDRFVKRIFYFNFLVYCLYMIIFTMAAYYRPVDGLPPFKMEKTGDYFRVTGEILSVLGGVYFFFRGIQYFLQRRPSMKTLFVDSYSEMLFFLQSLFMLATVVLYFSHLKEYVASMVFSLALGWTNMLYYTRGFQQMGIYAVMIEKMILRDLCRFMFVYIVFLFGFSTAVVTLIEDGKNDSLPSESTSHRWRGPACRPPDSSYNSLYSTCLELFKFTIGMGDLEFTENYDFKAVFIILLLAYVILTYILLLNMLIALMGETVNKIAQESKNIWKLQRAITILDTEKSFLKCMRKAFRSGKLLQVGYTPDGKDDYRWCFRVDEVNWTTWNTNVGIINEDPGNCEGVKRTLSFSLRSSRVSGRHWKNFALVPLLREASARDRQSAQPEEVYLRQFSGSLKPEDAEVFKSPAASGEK
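Fluo-8 calcium influx in TRPV1-expressing cells, kinetic read (ex 480/em 520 nm). Compound added and read 3 min for agonist activity, followed by capsaicin at EC20 final and 2 min further read for enhancement.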
Gal4-VP16 FLuc – inhibits Gal4-VP16 luciferase reporter, ROR gamma counter-screen | Drosophila S2 Gal4-VP16 UAS-luciferase, luminescence, 20 h | Potency, µM (titrated, usually from 53.6 µM), inactives show at the highest dose activity, negative = inhibition, usual class: inhibitors | 3.5% of 310,000 active | AID 2546;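 further: Gal4-VP16 expression switched on by copper sulfate through the metallothionein promoter; potency means the concentration at half of the fitted maximal effect; on the % scale 0 is the no-effect control and ±100 the full control effect; nearly all actives have a fitted effect of over 50% in size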
ELG1 repair inh – inhibitors of ELG1-dependent DNA repair in HEK293T cells | AID 504467 | Potency, µM (series often up to 46.1 µM), without a hit: at the top dose activity change, negative = inhibition, actives largely listed as inhibitors | 2.3% of 330,000 active | HEK293T ELG1-luciferase reporter, luminescence, 16 h; DNA damage induced by 5-fluorouridine; further: potency means the concentration at half of the fitted maximal effect; on the % scale 0 is the no-effect control and ±100 the full control effect; nearly all actives have a fitted effect of over 55% in size
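Cells (2,000 per well) received 5-fluorouridine plus test compound or DMSO and were incubated 16 hr at 37 °C, 5% CO2. Luciferase activity was read by luminescence 30 min after ONE-Glo addition; signal suppression marked inhibition of damage-induced ELG1 function.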
FLuc counter – firefly luciferase modulation, counter-screen for miR-21 project; 6.9% of 360,000 active; purified FLuc, Km substrates, luminescence inhibition; P08659; Potency, µM (top dose mostly 57.5 µM), inactives show top-dose activity change, negative = inhibition, hits mostly inhibitors;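 further: potency means the concentration at half of the fitted maximal effect; plate controls were vehicle for no effect and reference inhibitor for full effect; nearly all actives have a fitted effect of over 55% in size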
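Purified P. pyralis luciferase (10nM final) with 10uM D-luciferin and 10uM ATP (Km levels) in 50mM Tris acetate pH 7.5, 10mM Mg acetate, 0.01% Tween-20, 0.05% BSA; qHTS 6-point titration, ~60 µM downward; luminescence read.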
Active calls of the source: *; ? = inconclusive; . = no result given; [ ] = remark or other dose. Unless noted, the call rests on the fitted dose curve; in most records, active means well fitted curve in the direction sought with a large enough effect; inconclusive means small, poorly fitted or top-dose-only effect, or another doubt; inactive means no such curve, though single readings can be large; an effect the other way counts as inactive or inconclusive. Rows are unselected; about 15% have a hit in one of these screens.

SMILES	NPC1 promoter act	Rab9 prom act	ELG1 genotox	BRCA1 expr act	Tb PFK block	p53 reactivation	RORgamma inh	TRPV1 agonist	Gal4-VP16 FLuc	ELG1 repair inh	FLuc counter
O=C(O)c1[nH]c2ccccc2c1C(c1c(F)cccc1Cl)c1c(C(=O)O)[nH]c2ccccc12	-2%	5%	-2%	5%	-20%	3%	2%	0	-7%	-16%	-1%
O=C(/C(C=Nc1ccc(F)cc1)=C(/O)c1ccco1)C(F)(F)F	2%	24%	7.3µM*	-42%	0%	?	-26%	0	-9%	?	8.5µM*
O=C(Nc1nnc(CSCc2ccccc2F)s1)c1cccc([N+](=O)[O-])c1	10%	-5%	-4%	0%	1%	13%	4.5µM*	0	5µM*	-8%	?
O=C1CCC(=O)N1CC(=O)N1CCCc2ccccc21	-5%	0%	-2%	15%	-2%	4%	-22%	0	1%	-2%	-1%
C#CCNc1nc(C(C)C)nc2c1nnn2Cc1ccccc1F	2%	5%	-6%	-9%	-7%	-6%	-34%	12	-20%	-6%	3%[2.3 µM]
COc1ccc2ccc(OCC(=O)NCC3CCCO3)cc2c1 (centres undefined)	6%	0%	1%	-22%	-9%	-2%	.	?	.	1%	2%
O=C(O)/C=C/c1ccc2c(-c3ccccc3)onc2c1	-1%	-1%	-11%	-42%	0%	-5%	29%	0	26%	?	?
Cc1cc(C)n(-c2nc(O)cc(=O)[nH]2)n1	-2%	-3%	0%	11%	-1%	-3%	20%	-2	-7%	?	-1%
Cc1cc(C(=O)CSc2nnc(-c3cccnc3)n2-c2ccccc2F)c(C)n1CC1CCCO1 (centres undefined)	-1%	3%	0%	-14%	3%	-3%	22%	8	-12%	?	?
O=C(Nc1cccc(C(F)(F)F)c1)c1cccc(NS(=O)(=O)c2ccc(O)c(C(=O)O)c2)c1	-2%	3%	3%	-6%	?	-1%	17%	14	-1%	26%	?
O=C(c1ccc(Br)cc1)N1CCN(Cc2ccccc2)CC1	5%	-2%	-5%	-34%	0%	.	-2%	23	0%	-7%	2%
CC(=O)CCc1ccc(OC(=O)c2cccnc2)cc1	-1%	-1%	1%	-37%	1%	-6%	-20%	-2	-12%	-8%	?
CCCCc1nnc(NC(=O)CSCc2cc(=O)n3c(C)csc3n2)s1	2%	0%	0%	1%	0%	4%	-18%	1	-8%	3%	1%
Cc1ccc(C)c(S(=O)(=O)N2CCCCC2CCNC(=O)C(=O)NCc2ccccn2)c1 (centres undefined)	-2%	-4%	-3%	-20%	3%	-6%	.	5	.	0%	2%
Cc1ccc(S(=O)(=O)N2CCN(CCC#N)CC2)cc1	-6%	9%	-10%	11%	4%	6%	2%	-2	9%	-4%	2%
Cc1ccc(N/C=C(/C#N)c2ccsc2)cc1C	.	.	.	-11%	.	.	-18%	?	-3%	.	2.4µM*
CC1(C)CC[C@]2(C(=O)O[C@@H]3OC(CO)[C@@H](O)[C@H](O)[C@H]3O)CC[C@]3(C)C(=CCC4[C@@]5(C)CC[C@H](O[C@@H]6OC(C(=O)O)[C@@H](O)[C@H](O)[C@H]6O)C(C)(C)C5CC[C@]43C)[C@@H]2C1 (some centres undefined)	.	.	2%	-10%	-1%	-5%	.	.	.	?	.
COc1ccc(Br)cc1C(=O)NCc1cccnc1	1%	-3%	1%	2%	-3%	-14%	5%	-2	-6%	-4%	0%
O=C(Nc1ccc(F)cc1F)N1CCC(c2nc3ccccc3o2)CC1	-4%	-3%	-1%	?	-6%	-1%	11%	?	7%	-9%	3%
Cc1ccc(/C(N)=N/OC(=O)c2cccc(F)c2)cc1	14%	16%	?	46%	0%	?	-4%	1	-9%	?	3µM*
O=C(OCC(=O)N1CCN(C(=O)c2ccco2)CC1)c1cc(-c2ccc(F)cc2)nc2ccccc12	-2%	-13%	-19%	25%	-7%	-6%	25%	15	16%	23µM*	11µM*
NC(=O)CCC(=O)N1CCCC(C(=O)c2ccc3c4c(cccc24)CC3)C1 (centres undefined)	-3%	11%	-1%	-2%	3%	2%	8%	1	-6%	11%	4%
COC(=O)C1(C)NC(c2ccccc2C)C2C(=O)N(c3ccccc3)C(=O)C21 (centres undefined)	-1%	-1%	-2%	17%	-4%	.	27%	-2	5%	-21%	4%
O=C(COC(=O)c1cnccn1)c1ccc2c(c1)CCCC2	9%	9%	-4%	3%	3%	2%	1%	2	-1%	?	4.8µM*
Cc1cc(-c2ccc(C)c(S(=O)(=O)NC(C)Cc3ccco3)c2)on1 (centres undefined)	1%	-1%	0%[9.26 µM]	-15%	2%	-3%	13%	9	-4%	?	0%
CCn1ccc(C(=O)NCCCN2CCCC2=O)n1	1%	0%	9%	37%	3%	17%	0%	-3	0%	11%	7%
Cc1cc(C)c(S(=O)(=O)N2CCN(c3nc4c(c(=O)n(C)c(=O)n4C)n3C)CC2)c(C)c1	0%	1%	0%	.	0%	0%	0%	-1	5%	-1%	2%
CCc1ccc(C(=O)COC(=O)C(Cc2ccccc2)NC(=O)c2ccc(Cl)cc2)cc1 (centres undefined)	-5%	4%	7%	-3%	-1%	-5%	?	0	-4%	12%	-17%
Cc1cc2occ(CC(=O)N(CC(C)C)c3c(N)n(Cc4ccccc4)c(=O)[nH]c3=O)c2cc1C	-7%	-5%	2%	-35%	-5%	-2%	.	0	.	0%	0%
CS(=O)(=O)N(CC(=O)N1CCCCCC1)c1cccc(Br)c1	3%	1%	-1%	-14%	1%	-5%	37%	14	8%	-1%	2%
CN(CC(=O)Nc1ccc(F)cc1)C(=O)COC(=O)c1cc(S(=O)(=O)N(C)C)ccc1N1CCCC1	1%	1%	-1%	-17%	-3%	3%	.	-3	.	?	0%
CCn1cc(C(=O)NCc2ccco2)c(=O)c2cc(F)c(N3CCN(C(=O)c4ccco4)CC3)cc21	0%	1%	-11%	-46%	9.5µM*	-8%	0%	-1	-9%	?	6%
Cc1cccc(Cc2cnc(NC(=O)C3=NCCN3)s2)c1	1%	25%	-7%	-6%	1%	-1%	3.5µM*	2	7.9µM*	?	0%
Cc1cc(C)cc(NC(=S)NC2CC3CCCC(C2)N3C2CC2)c1 (centres undefined)	1%	-2%	-9%	-44%	-6%	-4%	?	7	?	-2%	2%
Cc1ccc(/C=C2\SC(=S)N(CCC(=O)NNC(=O)c3ccncc3)C2=O)cc1	3%	1%	0%	2%	-6%	-1%	2%	0	6%	-15%	?
O=C1CCCC(O)=C1C1C2=C(CCCC2=O)OC2=C1C(=O)CCC2	0%	-4%	2%	-4%	2%	1%	-6%	0	-8%	7%	-2%
O=C(NCc1ccccc1)C1CCC(=O)N(CCN2CCOCC2)C1 (centres undefined)	0%	-2%	0%	-16%	2%	9%	0%	0	0%	2%	2%
Cc1ccc(-c2nnc(SCC(=O)NC3CCCc4ccccc43)n2N)cc1 (centres undefined)	-7%	0%	-1%	-22%	3%	-6%	43%	-1	-6%	-5%	-3%
N=c1c2c(n(Cc3ccc(Cl)c(Cl)c3)c3c1CCC3)CCCC2	-26%	-49%[inhibitor]	-8%	-38%	2%	-11%	-17%	12	?	1%	-2%
COC(=O)c1ccc(N2CCN(C)CC2)c(NC(=O)COc2cccc(C)c2)c1	-5%	-3%	0%	-18%	5%	-6%	11%	?	8%	6%	-2%
Cc1cc(C)c(OCC(=O)OCC(=O)NNC(=O)c2ccccc2F)c(C)c1	-11%	-4%	2%	2%	5%	-1%	.	-2	.	11%	5%
CCCC(C(=O)N1CCOCC1)N1C(=O)C2C3C=CC(C3)C2C1=O (centres undefined)	-11%	0%	1%	-5%	-4%	0%	-16%	0	3%	10%	1%
CCOC(=O)c1[nH]c(C)c(C(=O)N2CCCC(Nc3ccc(C)c(C)c3)C2)c1C (centres undefined)	-5%	0%	0%	-13%	3%	-3%	-14%	27	-5%	4%	1%
COc1ccccc1NS(=O)(=O)c1cccc(C(=O)N/N=C/c2c(C)nn(-c3ccccc3)c2N2CCCC2)c1	-6%	-3%	-3%	-29%	4%	-8%	29%	0	-14%	?	3%

Arranged by number of heavy atoms (smallest number first): three of the compounds above.
SMILES	NPC1 promoter act	Rab9 prom act	ELG1 genotox	BRCA1 expr act	Tb PFK block	p53 reactivation	RORgamma inh	TRPV1 agonist	Gal4-VP16 FLuc	ELG1 repair inh	FLuc counter
N=c1c2c(n(Cc3ccc(Cl)c(Cl)c3)c3c1CCC3)CCCC2	-26%	-49%[inhibitor]	-8%	-38%	2%	-11%	-17%	12	?	1%	-2%
COC(=O)c1ccc(N2CCN(C)CC2)c(NC(=O)COc2cccc(C)c2)c1	-5%	-3%	0%	-18%	5%	-6%	11%	?	8%	6%	-2%
COc1ccccc1NS(=O)(=O)c1cccc(C(=O)N/N=C/c2c(C)nn(-c3ccccc3)c2N2CCCC2)c1	-6%	-3%	-3%	-29%	4%	-8%	29%	0	-14%	?	3%
